Compound activity from PubChem BioAssay.
FadD28 FP inh = inhibitors of FadD28 bisubstrate probe binding, primary screen, biochemical, fluorescence polarization, single point. Mycobacterium tuberculosis FadD28 fatty-acid-AMP ligase. inhibition, % at 12.5 µM. 360,000 compounds, 0.22% hits. AID 588549, 2011; in the data active = inhibition above about 8.5%, passing the limit was not always enough; inconclusive = no clear call, values can overlap the other calls
BoNT-F LC inh = BoNT/F light chain protease inhibitors, primary screen, biochemical, flow cytometry, MLPCN library; Botulinum neurotoxin type F light chain protease (Clostridium botulinum); Multiplex microsphere protease cleavage assay; 360,000 compounds, 0.22% hits; AID 588497, 2011; inhibition, % at 10 µM; in the data active = inhibition above about 35%, passing the limit was not always enough; inconclusive = no clear call, values can overlap the other calls; note: plate controls were buffer without enzyme for full effect and enzyme alone for no effect
Anthrax LF inh2 = Bacillus anthracis LF protease inhibitors, primary screen, biochemical, multiplex microsphere, MLPCN library; multiplex microsphere protease cleavage assay; inhibition, % at 10 µM; 360,000 compounds, 0.12% hits; note: plate controls were buffer without enzyme for full effect and enzyme alone for no effect
Target sequence (P15917 whole entry, looked up): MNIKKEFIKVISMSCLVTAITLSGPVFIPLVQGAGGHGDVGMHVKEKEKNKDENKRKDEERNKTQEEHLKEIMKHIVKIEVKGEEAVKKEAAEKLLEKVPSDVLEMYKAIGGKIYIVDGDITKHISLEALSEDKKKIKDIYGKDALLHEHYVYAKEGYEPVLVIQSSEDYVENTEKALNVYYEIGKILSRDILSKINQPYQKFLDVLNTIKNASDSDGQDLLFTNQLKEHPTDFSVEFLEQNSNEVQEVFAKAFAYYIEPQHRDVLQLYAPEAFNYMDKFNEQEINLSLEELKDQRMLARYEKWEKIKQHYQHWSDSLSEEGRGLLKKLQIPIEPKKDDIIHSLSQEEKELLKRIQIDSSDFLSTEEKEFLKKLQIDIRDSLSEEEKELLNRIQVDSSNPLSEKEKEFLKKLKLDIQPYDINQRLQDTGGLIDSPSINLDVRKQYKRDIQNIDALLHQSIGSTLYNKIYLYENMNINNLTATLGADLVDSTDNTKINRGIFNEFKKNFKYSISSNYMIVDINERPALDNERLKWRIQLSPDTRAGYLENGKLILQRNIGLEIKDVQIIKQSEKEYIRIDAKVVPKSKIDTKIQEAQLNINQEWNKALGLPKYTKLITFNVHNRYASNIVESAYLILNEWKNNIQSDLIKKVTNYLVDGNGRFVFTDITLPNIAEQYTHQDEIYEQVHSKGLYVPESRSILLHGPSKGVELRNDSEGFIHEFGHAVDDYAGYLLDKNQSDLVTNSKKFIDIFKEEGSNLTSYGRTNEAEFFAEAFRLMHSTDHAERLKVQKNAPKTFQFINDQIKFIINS
FBA Mtb inh = Mtb FBA enzyme inhibitors, primary screen, biochemical, fluorescence, strain H37Rv; 360,000 compounds, 2.3% hits; Fructose-bisphosphate aldolase (Mycobacterium tuberculosis (strain ATCC 25618 / H37Rv)), …; purified M. tuberculosis FBA, fluorescence read-out; inhibition, % at 1 µM; in the data active = inhibition above about 27%;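 note: 0% = vehicle and 100% = reference inhibitor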
PfHsp40 rescue = rescue of yeast from PfHsp40 toxicity, primary screen, S. cerevisiae, ATP luminescence; S. cerevisiae expressing PfHsp40, growth rescue; growth rescue, % at 12.5 µM; 340,000 compounds, 0.68% hits; AID 504582, 2011; in the data active = growth rescue above about 28%, passing the limit was not always enough; inconclusive = no clear call, values can overlap the other calls;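 note: yeast W303a lacking pdr1 and pdr3 grown in galactose medium; growth measured after three days at 30 °C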
Mtb UGM inh = M. tuberculosis UGM enzyme inhibitors, primary screen, biochemical, fluorescence polarization, single point. inhibition, % at 10 µM. purified UGM, fluorescence polarization probe displacement. UDP-galactopyranose mutase (Mycobacterium tuberculosis (strain ATCC 25618 / H37Rv)), …. 320,000 compounds, 0.06% hits; in the data active = inhibition above about 10%, passing the limit was not always enough; inconclusive = no clear call, values can overlap the other calls
BoNT A protease = BoNT/A light chain protease inhibitors, primary screen, biochemical, flow cytometry, MLPCN library. AID 588499, 2011. 360,000 compounds, 0.17% hits. inhibition, % at 10 µM. Botulinum neurotoxin type A light chain protease (Clostridium botulinum A str. ATCC 3502). multiplex microsphere protease substrate cleavage; note: plate controls were buffer without enzyme for full effect and enzyme alone for no effect
GDH-TPI counter = GDH-TPI coupling enzyme inhibitors, primary screen, artefact control for M. tuberculosis FBA inhibitor project, biochemical, absorbance, full deck | GDH-TPI coupled enzyme counterscreen, NADH absorbance | inhibition, % at 4.8 µM | 360,000 compounds, 1.2% hits | AID 588335, 2011; in the data active = inhibition above about 30%;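 note: 0% = DMSO wells and 100% = wells lacking the enzyme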
BioA inh = M. tuberculosis BioA enzyme inhibitors, primary screen, biochemical, plate reader, single point, HTS. inhibition, % at 9.99 µM. 360,000 compounds, 0.096% hits. 7,8-diaminopelargonic acid synthase BioA (Mycobacterium tuberculosis). purified M. tuberculosis BioA enzyme; in the data active = inhibition above about 40%; inconclusive = no clear call, values can overlap the other calls
* marks the source's active call; other numbers are inactive results; ? = inconclusive; . = not tested or not shown. Cut-off read from the data, not from the text of the source, unless noted: active = inhibition above about 30%; inconclusive = no clear call, values can overlap the other calls; inactive = below that.

no. | compound | FadD28 FP inh | BoNT-F LC inh | Anthrax LF inh2 | FBA Mtb inh | PfHsp40 rescue | Mtb UGM inh | BoNT A protease | GDH-TPI counter | BioA inh
1 | CC(Oc1ccc(Cl)cc1)c1ccc(C#N)c(=O)[nH]1 (configuration not stated) | -2.6 | 3 | 0 | 34* | -1.1 | 2.2 | -0.1 | 22 | .
2 | O=C(NCCN1CCOCC1)C1CC(=O)N(c2cccc(C(F)(F)F)c2)C1 (configuration not stated) | -0.8 | 8 | 2 | -1 | -0.5 | . | 4.8 | -3 | -1.6
3 | CCC(C)[C@H]1CNC(=S)N1CCc1cccc2ccccc12 (some centres not stated) | -11 | -7 | 0 | -2 | 3.1 | -2.0 | 0.7 | -6 | -0.9
4 | CCCCn1nc(NC(=O)COC)c2cc3cc(OC)ccc3nc21 | -4.9 | -11 | -2 | 15 | 5.2 | -1.8 | 1.5 | -12 | -1.0
5 | COc1ccc(C(=O)C2CCN(CC(=O)NCc3ccccc3)CC2)cc1 | -1.5 | 1 | 3 | -2 | 1.1 | -1.0 | -2.9 | 2 | 0.2
6 | COC(=O)c1cc2c(ccn2-c2ccc(F)cc2)n1Cc1ccc(C#N)cc1 | -1.5 | -6 | -3 | 0 | 0.1 | 0.3 | -1.4 | 3 | .
7 | COc1cccc(NC(=O)Cn2c(CCC(=O)O)ccc2-c2ccccc2)c1 | 0.4 | 4 | 0 | 2 | -0.9 | 0.4 | -1.1 | 12 | .
8 | O=C(NCC1COc2ccccc2O1)C1C2C=CC3(CN(Cc4cccs4)C(=O)C13)O2 (configuration not stated) | 1.2 | 14 | 1 | 2 | -0.9 | 0.5 | 2.0 | -10 | -0.3
9 | Cc1cccc(-c2csc(N)c2C(=O)OC(C)C)c1 | -3.7 | -22 | -3 | -7 | 2.3 | -0.6 | -0.8 | 1 | 2.5
10 | CSCCC(NS(=O)(=O)c1ccc(Cl)cc1)C(=O)OCC(=O)N1CCCc2ccccc21 (configuration not stated) | -3.1 | -3 | -3 | -3 | 3.8 | -0.1 | -0.7 | -1 | .
11 | CCCCNC(=O)COC(=O)c1ccc(F)cc1Cl | -1.0 | -6 | -1 | 4 | -1.1 | -0.5 | -0.8 | 2 | .
12 | CCOc1ccc(S(=O)(=O)NCCC(=O)NC(C)CCc2ccccc2)cc1 (configuration not stated) | -1.4 | -3 | 1 | -1 | -0.2 | 2.7 | 0.8 | 3 | -0.2
13 | CN1CCN(C2=Nc3c(Cl)cc(Cl)c4cccc2c34)CC1 | -2.3 | -9 | -5 | -6 | 0.3 | 4.0 | 1.3 | -3 | -6.0
14 | CS(=O)(=O)N(CC(=O)NCc1ccccn1)c1ccc2c(c1)OCCO2 | -2.1 | -4 | -2 | 1 | 0.4 | 0.9 | 0.5 | 11 | 1.7
15 | Cc1cc(C(=O)Nc2c(F)cc(F)cc2Br)cs1 | 1.6 | -9 | 3 | 0 | 0.4 | -0.3 | -1.7 | 1 | 1.0

Next part (two carried over from the part before).
no. | compound | FadD28 FP inh | BoNT-F LC inh | Anthrax LF inh2 | FBA Mtb inh | PfHsp40 rescue | Mtb UGM inh | BoNT A protease | GDH-TPI counter | BioA inh
14 | CS(=O)(=O)N(CC(=O)NCc1ccccn1)c1ccc2c(c1)OCCO2 | -2.1 | -4 | -2 | 1 | 0.4 | 0.9 | 0.5 | 11 | 1.7
15 | Cc1cc(C(=O)Nc2c(F)cc(F)cc2Br)cs1 | 1.6 | -9 | 3 | 0 | 0.4 | -0.3 | -1.7 | 1 | 1.0
16 | COC(=O)C1=C(C)Nc2c(c(=O)n(C)c(=O)n2C)C1c1ccc(C)cc1 (configuration not stated) | 0.7 | -10 | -1 | 1 | -0.4 | 0.5 | -1.0 | 5 | -1.0
17 | COc1ccc(C(=O)NC(=S)N2CCC(C)CC2)cc1 | 0.7 | 6 | -4 | -1 | 1.1 | 2.4 | -0.3 | 4 | -0.3
18 | COC(=O)C1=C(C)Nc2nnnn2C1c1ccc(Cl)cc1Cl (configuration not stated) | -9.4 | 1 | -2 | -2 | 2.4 | -2.4 | 0.4 | -8 | 2.8
19 | CCCC(=O)NC(NC(=S)Nc1ccc(N=Nc2ccccc2)cc1)C(Cl)(Cl)Cl (configuration not stated) | -0.2 | -6 | -2 | -7 | -0.7 | -1.0 | -0.1 | 20 | 2.3
20 | Cc1cccc(N2CN(Cc3ccco3)CNC2=S)c1C | -0.6 | -3 | -1 | -1 | -1.0 | -3.4 | 1.6 | 6 | -1.9
21 | COc1ccc(CCNc2c3ccccc3nc3ccccc23)cc1OC | -2.6 | ? | 1 | 55* | -0.3 | -1.1 | 2.8 | 21 | 1.8
22 | Oc1cccc(/C=N/c2c(-c3ccco3)nc3ccccn23)c1 | 1.1 | -24 | -4 | 12 | -0.1 | 1.3 | -1.3 | 20 | .
23 | O=C(COC(=O)CCc1ccc(S(=O)(=O)N2CCOCC2)cc1)NC1CCCCCC1 | -3.3 | 0 | 0 | -4 | -0.4 | -2.3 | -0.5 | 1 | .
24 | Cc1cc(C)cc(SCc2noc(C(=O)NCCC(C)C)c2C(=O)NCCC(C)C)c1 | -0.7 | -6 | 1 | 1 | -0.5 | -0.4 | 0.1 | -4 | 0.2
25 | O=C(N/N=C/c1cccc(Oc2ccc([N+](=O)[O-])cc2[N+](=O)[O-])c1)c1cncc(Br)c1 | -2.3 | -18 | -2 | -3 | -1.0 | 0.7 | -1.3 | 3 | -2.0
26 | O=C(COc1ccc(Cl)cc1Cl)N(Cc1ccco1)C1CCS(=O)(=O)C1 (configuration not stated) | -0.9 | -4 | -13 | -1 | -1.0 | 1.1 | -3.1 | -10 | 0.1
27 | Cc1ccc(S(=O)(=O)NCC(=O)N/N=C/c2ccc(Cl)cc2)cc1 | -7.0 | 5 | 1 | -3 | -0.4 | -1.9 | 0.4 | -3 | 1.6
28 | COc1cccc(NC(=O)NC(C)C2CC3CCC2C3)c1 (configuration not stated) | -0.4 | 4 | 3 | -1 | 1.3 | 2.2 | -0.1 | 3 | .
29 | NC(=O)c1ccccc1N | -0.2 | 4 | 4 | 86* | -0.8 | -1.0 | 0.1 | 6 | 2.0
30 | COc1ccc(-c2ccc(/C=C3\C(=O)N(c4ccccc4)N=C3c3ccccc3)o2)c([N+](=O)[O-])c1 | -4.5 | -16 | -6 | 1 | 0.2 | -0.2 | 0.6 | 6 | 0.8

The results go on.
no. | compound | FadD28 FP inh | BoNT-F LC inh | Anthrax LF inh2 | FBA Mtb inh | PfHsp40 rescue | Mtb UGM inh | BoNT A protease | GDH-TPI counter | BioA inh
31 | Cc1ccc(NC(=S)NN2CCN(C)CC2)cc1 | 0.7 | -10 | -6 | 3 | 0.1 | -3.2 | -0.7 | 2 | 2.0
32 | Cc1ccc(OCc2ccccc2Br)c([N+](=O)[O-])n1 | -4.8 | -3 | 2 | -2 | -0.6 | 5.8 | 0.9 | -2 | 0.4
33 | Cc1ccc(C(=O)N2CCN(C3c4cccc5cccc(c45)C3NS(=O)(=O)c3ccccc3)CC2)cc1 (configuration not stated) | -1.6 | -4 | -7 | -4 | 0.4 | 0.5 | -0.5 | 8 | -1.0
34 | CCOC(=O)c1ccccc1NC(=O)c1ccc2c(=O)n3c(nc2c1)CCCCC3 | -2.8 | -5 | -1 | 2 | -0.5 | 0.7 | -0.2 | 7 | -0.5
35 | O=C(CSc1nnnn1-c1ccccc1)NC(=O)Cc1ccccc1 | -0.9 | -6 | -4 | 0 | -0.8 | 4.6 | -0.6 | 4 | 0.3
36 | COC(=O)c1ccc(CNC(=O)CCc2c[nH]c3ccccc23)cc1 | -1.4 | 81* | 10 | -1 | 1.0 | 0.6 | 3.9 | -2 | 1.3
37 | CCN(C(=O)CSc1n[nH]c(N)n1)C1CCCCC1 | 0.3 | -6 | -1 | 6 | -0.7 | -0.4 | 0.7 | 6 | 0.0
38 | O=C(O)CNC(=O)c1ccccc1Br | 1.9 | 0 | -5 | 4 | 0.9 | 2.7 | -1.3 | 3 | .
39 | Cc1nn(C(C)C(=O)N2CCCCC2)c(=O)c2c1sc1ccccc12 (configuration not stated) | -5.0 | -2 | -2 | 2 | -1.3 | -1.0 | -0.1 | -8 | -1.9
40 | CCc1nnc(NC(=O)CSc2nnc(CNc3cccc(C)c3)n2-c2ccccc2)s1 | 0.5 | 3 | -11 | -2 | -0.4 | 0.5 | 2.6 | -2 | -2.7
41 | O=C(CCCN1C(=O)/C(=C\c2cccs2)SC1=S)NNC(=O)c1cccnc1 | -1.3 | 6 | -6 | -4 | 2.1 | 1.3 | 0.3 | 11 | .
42 | Cc1cccc(Oc2ccc(C(=O)NC3CCSC3=O)cn2)c1C (configuration not stated) | 0.0 | 6 | -1 | -1 | -0.5 | 0.0 | 0.8 | 2 | 7.5
43 | CCOC(=O)c1c(S(=O)(=O)NCC(=O)NCc2ccccc2)c(C)n(C)c1C | 1.2 | -5 | -4 | -1 | 0.2 | -1.8 | -1.4 | 3 | -0.5
44 | CN(C)CCCNC(=O)C[C@H]1C[C@H](C(=O)N2CCOCC2)[C@@]2(C)c3[nH]c4cc(-c5ccco5)ccc4c3CCN2C1=O | -0.5 | -13 | -1 | 33* | -1.1 | . | -0.8 | 12 | 0.3
45 | CCOC(=O)C(CC)/C(C)=N/NC(=O)c1ccccc1[N+](=O)[O-] (configuration not stated) | -3.0 | -15 | -2 | -2 | -0.4 | 1.5 | -2.3 | 5 | .
46 | COc1ccc(Nc2nc(C)cc(=O)[nH]2)c(OC)c1 | 0.0 | -20 | -7 | 0 | -1.0 | -1.2 | 1.0 | 2 | -0.6

Pulled one by one from above, 2 records:
no. | compound | FadD28 FP inh | BoNT-F LC inh | Anthrax LF inh2 | FBA Mtb inh | PfHsp40 rescue | Mtb UGM inh | BoNT A protease | GDH-TPI counter | BioA inh
34 | CCOC(=O)c1ccccc1NC(=O)c1ccc2c(=O)n3c(nc2c1)CCCCC3 | -2.8 | -5 | -1 | 2 | -0.5 | 0.7 | -0.2 | 7 | -0.5
10 | CSCCC(NS(=O)(=O)c1ccc(Cl)cc1)C(=O)OCC(=O)N1CCCc2ccccc21 (configuration not stated) | -3.1 | -3 | -3 | -3 | 3.8 | -0.1 | -0.7 | -1 | .

Only GDH-TPI counter, for four of the compounds above:
| # | SMILES | GDH-TPI counter |
| --- | --- | --- |
| 36 | COC(=O)c1ccc(CNC(=O)CCc2c[nH]c3ccccc23)cc1 | -2 |
| 37 | CCN(C(=O)CSc1n[nH]c(N)n1)C1CCCCC1 | 6 |
| 38 | O=C(O)CNC(=O)c1ccccc1Br | 3 |
| 39 | Cc1nn(C(C)C(=O)N2CCCCC2)c(=O)c2c1sc1ccccc12 (configuration not stated) | -8 |

Single records, from the list above. Values in the order: FadD28 FP inh, BoNT-F LC inh, Anthrax LF inh2, FBA Mtb inh, PfHsp40 rescue, Mtb UGM inh, BoNT A protease, GDH-TPI counter, BioA inh
CSCCC(NS(=O)(=O)c1ccc(Cl)cc1)C(=O)OCC(=O)N1CCCc2ccccc21 (configuration not stated) is listed with -3.1, -3, -3, -3, 3.8, -0.1, -0.7, -1, .
CCN(C(=O)CSc1n[nH]c(N)n1)C1CCCCC1 is listed with 0.3, -6, -1, 6, -0.7, -0.4, 0.7, 6, 0.0
CCCCNC(=O)COC(=O)c1ccc(F)cc1Cl is listed with -1.0, -6, -1, 4, -1.1, -0.5, -0.8, 2, .
CS(=O)(=O)N(CC(=O)NCc1ccccn1)c1ccc2c(c1)OCCO2 is listed with -2.1, -4, -2, 1, 0.4, 0.9, 0.5, 11, 1.7
